High-throughput results: PubChem, several laboratories
NR2E3 ag-1 – agonists of human NR2E3 nuclear receptor. AID 602229. CHO-S Gal4-NCOR/VP16-NR2E3 two-hybrid, luciferase. inhibition of corepressor binding, % at 3.98 µM. Q9Y5X4. hit rate 0.35% among 360,000;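 active = inhibition above the mean of all tested compounds plus 3 SD, cut at about 70% in these data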;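 note: 0% = DMSO with NR2E3 transfected cells and 100% = cells lacking NR2E3 construct; higher means lower luciferase signal from less NR2E3 corepressor binding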
Target sequence (Q9Y5X4 whole entry, looked up, the tested form may be a part): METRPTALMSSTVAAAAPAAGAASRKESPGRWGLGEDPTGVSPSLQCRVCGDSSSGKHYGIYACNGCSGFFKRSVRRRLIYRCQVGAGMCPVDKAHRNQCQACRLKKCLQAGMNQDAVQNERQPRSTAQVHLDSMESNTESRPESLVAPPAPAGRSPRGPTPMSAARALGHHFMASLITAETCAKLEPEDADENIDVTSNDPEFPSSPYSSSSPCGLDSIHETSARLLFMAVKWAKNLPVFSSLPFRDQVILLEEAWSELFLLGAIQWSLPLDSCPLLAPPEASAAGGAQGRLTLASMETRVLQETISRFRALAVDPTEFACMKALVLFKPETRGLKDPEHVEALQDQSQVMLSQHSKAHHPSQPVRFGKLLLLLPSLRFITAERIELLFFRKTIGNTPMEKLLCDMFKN
iPSC survival up – enhancers of human iPSC single-cell survival. survival enhancement, % at 20 µM. hiPSC single-cell survival, ATPlite luminescence; 100% = ROCK inhibitor wells, 0% = DMSO. hit rate 0.044% among 360,000; in the data active = survival enhancement above about 18%;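 note: cells exposed to compounds for 16 hours before the ATP read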
KKLEB tox – counter-screen for CF NF-kB inhibitors: cytotoxicity; hit rate 0.36% among 360,000; KKLEB CF airway cells viability, ATPlite luminescence, overnight; active compounds read low; cells stimulated with P. aeruginosa culture filtrate; activity change (cytotoxicity), % at 5 µM;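 active = corrected activity change at or below -50% at 5 µM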
HIF-2a inh – HIF-2a inhibition; inhibition, % at 18.8 µM; 786-0 RCC cells HIF-2a reporter, luciferase luminescence, overnight; hit rate 0.72% among 360,000;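 active = inhibition of the luminescence signal of 40% or more relative to plate controls, in a single-dose primary screen at 18.75 µM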
CF NFkB block – inhibitors of cystic fibrosis induced NF-kB. hit rate 0.86% among 360,000. inhibition, % at 5 µM. KKLEB NF-kB-GFP reporter, PAF-induced, GFP fluorescence overnight;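 active = at least 50% inhibition at 5 µM, scaled per plate between neutral and stimulator controls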;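 note: PAF is a Pseudomonas aeruginosa culture filtrate used as stimulus; plate controls were PAF-stimulated DMSO wells for no effect and unstimulated DMSO wells for full effect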
Peg3 prom inh – reduces Peg3 promoter-driven luciferase expression in HeLa; HeLa PEG-Prom luciferase reporter, luminescence, overnight; inhibition, % at 20 µM; hit rate 1.7% among 360,000; AID 588405;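 active = inhibition of at least 50% at 20 µM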
C8 TRAIL sens – sensitizes caspase-8 expressing cells to TRAIL | NB7+C8 cells + TRAIL, ATPlite viability luminescence | hit rate 1% among 360,000 | inhibition (viability loss, TRAIL sensitization), % at 10 µM;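 active = compounds causing at least 50% loss of cell viability in the single-dose screen, relative to plate controls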
NR2E3 ag-2 – activates human photoreceptor nuclear receptor NR2E3; Q9Y5X4; GST-NR2E3/biotin-RetCOR TR-FRET, 1536-well; inhibition of corepressor binding, % at 4.78 µM; hit rate 0.12% among 320,000; AID 2300;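 active = percent inhibition above the cutoff of mean plus 3 SD of all tested compounds, set per screening campaign, cut at about 20% in these data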;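 note: 0% = DMSO wells and 100% = biotin wells as full block of FRET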
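Material – GST-tagged NR2E3 plus biotinylated RetCOR corepressor · Quantity – NR2E3 fusion 1.35 nM · Times – 5 h incubation at 4 °C · Medium – pH 7.5 Tris-based buffer · Technique – TR-FRET, Eu(K)-anti-GST donor, streptavidin-D2 acceptor, ex 340, em 617/671 nm · Benchmarks – high control biotin, low control 0.6% DMSO · Format – 1536-well plates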
Shn3 inh set2 – Schnurri-3 reporter inhibition in Clone20 osteoblasts | Clone20 osteoblast Shn3 3'UTR firefly luciferase, 24 h | inhibition, % at 12.5 µM | hit rate 0.52% among 360,000;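 active = mean inhibition of at least 75% with every replicate also reaching 75%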;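 note: 0% = median of neutral control wells and 100% = pilot-screen positive control compound; some compounds past the cut are filed as inactive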
LMP1 NFkB inh – Epstein-Barr LMP1 NF-kappaB reporter inhibition; LMP1-induced NF-kappaB luciferase reporter cells, luminescence; inhibition, % at 12.5 µM; hit rate 0.69% among 350,000; AID 504558; in the data active = inhibition above about 41%;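 note: 0% = neutral control wells and 100% = reference inhibitor control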
MITF TRPM1 inh – MITF TRPM1 promoter inhibition in SK-MEL-5 cells. hit rate 0.83% among 330,000. SK-MEL-5 TRPM1 promoter luciferase, 24 h. inhibition, % at 12.5 µM;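 active = mean inhibition across replicates of 60% or more, whatever share of single replicates reaches that level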; note: values of inactives mirror those of a sister screen read the other way
* marks the source's active call; other numbers are inactive results; / = not tested or not shown. This is a subset; rates above refer to the full screens.

canonical_smiles	NR2E3 ag-1	iPSC survival up	KKLEB tox	HIF-2a inh	CF NFkB block	Peg3 prom inh	C8 TRAIL sens	NR2E3 ag-2	Shn3 inh set2	LMP1 NFkB inh	MITF TRPM1 inh
Cc1nn(C(=O)c2nn(C)cc2Cl)c(C)c1Br	-13	0.3	9	12	6	6	1	-1	9	0	-6
COc1ccc(-c2noc(CCCC(=O)NCC3CCCO3)n2)cc1 (configuration not stated)	24	0.1	4	2	-19	-11	12	1	-6	-4	4
CCC(C)(C)NC(=O)CN(C(=O)CNS(=O)(=O)c1ccccc1)c1ccccc1	-13	-0.1	5	7	-5	11	-3	1	6	-15	-6
CCOC(=O)Cc1csc(NC(=S)NC(=O)c2ccccc2)n1	-6	-3.1	7	85*	3	-11	35	3	-21	-4	-1
Cc1ccccc1C(=O)Nc1nnc(CC(=O)N/N=C/c2ccncc2)s1	-18	-0.1	6	16	-6	3	-23	1	5	11	6
O=C(NC1CCCCCCC1)c1cnccn1	-24	-0.4	-3	-53	9	-18	-4	-1	-2	-16	-8
CC(=O)Nc1ccc(NC(=O)C(C)c2cccc(C(=O)c3ccccc3)c2)cc1 (configuration not stated)	1	-0.1	-12	1	10	-1	4	-2	21	7	-8
Cc1ccc(C)c(NC(=O)C2CCCN2C(=O)NC2CCCCC2)c1 (configuration not stated)	-2	-3.3	-10	11	11	0	4	2	13	3	-14
CC(NC(=O)c1c(O)c2ccccc2n(C)c1=O)c1ccccc1 (configuration not stated)	-37	-0.5	-2	-188	-11	-76	2	-3	-70	-3	12
CC(C)[C@H](NC(=O)[C@@H]1Cc2c([nH]c3ccccc23)C2c3ccccc3C(=O)N21)C(=O)N1CCC[C@@H]1C(=O)O (some centres not stated)	-21	-2.4	5	9	-11	-1	-2	0	8	-1	10
CCOC(=O)[C@H]1[C@H]2COc3ccc(C)cc3[C@@H]2N2C(=O)[C@@H](C)NC(=O)[C@@]12C	-18	-0.2	-8	6	-12	5	-2	-2	-15	-4	-8
Cc1oc(-c2ccc(Cl)cc2)nc1CS(=O)CC(=O)NCCCN(C)C1CCCCC1 (configuration not stated)	-14	1.4	-21	-17	18	-13	2	-2	-26	2	4
CCCn1c2ccccc2c2nnc(SCc3[nH]c(=O)[nH]c3C(=O)CCCCC(=O)OCC)nc21	-10	1.0	0	13	-4	14	-20	-28	-8	2	-8
Cc1ccc(NC(=O)C2(C)CCN2C(C)C)cc1C (configuration not stated)	15	0.7	17	0	-64	-6	-6	/	4	/	/
O=C(NC1CCN(c2ncccn2)CC1)c1ccccc1F	9	-0.1	2	7	-15	-21	-6	-3	4	8	11
CN(C1=NC(=O)C(CC(=O)Nc2ccc(Br)cc2)S1)c1ccc(O)cc1 (configuration not stated)	1	0.7	13	20	-4	10	-2	-2	33	-5	13
COc1ccc(NC(=O)COC(=O)C23CC4CC(CC(Cl)(C4)C2)C3)c(OC)c1	-22	-0.4	-12	15	-1	10	3	3	-13	2	9
CCOC(=O)c1[nH]c2ccc(OC)cc2c1NC(=O)c1ccc2c(c1)OCO2	-8	-0.5	-13	4	-20	14	-5	-2	-28	2	6
Cc1ccc(/C=N/N2C(=O)c3ccccc3NC2c2ccc(C)cc2)cc1 (configuration not stated)	-59	-1.2	-15	-169	-6	-197	22	1	-89	-7	-80
CCC(=O)Nc1ccc(NC(=O)c2ccc3c(c2)OCO3)cc1	-3	-0.7	5	-8	4	-44	7	1	12	-7	9
COc1ccc(CN2CC(=O)N3[C@H]4c5ccccc5OC[C@@H]4[C@H](c4ccccc4)[C@]3(C)C2=O)cc1	-3	-2.0	10	11	-10	3	6	0	2	6	-11
CC(C)C[C@H](NC(=O)c1nc[nH]c1C(=O)NC1CCNCC1)C(=O)OCc1ccccc1	-24	-1.1	11	2	14	-9	0	0	-5	-2	-5
COc1cc(CC(=O)OCC(=O)NCCc2ccc(S(N)(=O)=O)cc2)cc(OC)c1OC	-10	2.3	4	12	1	12	-8	0	-5	-8	4
CC1CCN(c2ncnc3ccccc23)CC1	14	-1.9	-7	11	18	23	21	0	58	18	-3
O=C(Oc1ccc2ccc(O)cc2c1)c1ccccc1Cl	-15	-0.1	-6	-33	-22	-386	-4	/	-144	4	-97
CC(C)(C)OC(=O)NCC(=O)NCC(=O)OCc1ccccc1	-8	4.0	-5	5	0	11	0	3	-4	4	2
CC(C)(C)c1ccc(OCc2ccc(C(=O)Nc3cccnc3)o2)cc1	-169	0.3	-29	-215	9	-162	39	-1	0	-43	-1
CSc1ccccc1NC(=O)c1csc(C)c1	-24	-0.3	3	-100	-6	-70	22	4	-21	/	-17
Cc1ccccc1OCC(=O)O/N=C(\N)Cc1ccc(Cl)cc1	6	3.0	6	-8	0	-5	-2	1	-8	-2	-1
CCN(CC)CCNC(=O)C12CC3CC(C)(CC(C)(C3)C1)C2	-45	-1.3	-4	11	0	13	-17	-1	11	-3	-1
O=C(O)CN1C(=O)CCS(=O)c2ccccc21 (configuration not stated)	23	2.0	5	-1	7	3	9	-3	1	-4	4
COc1ccc(S(=O)(=O)N2CCC(C(=O)NN3CCCCC3)CC2)cc1	-6	-1.3	7	6	-13	1	-19	/	-6	-2	/
Cc1ccc(-c2nc(N)n(C(=O)Cc3ccccc3)n2)cc1	-12	10	-3	-23	11	-33	1	0	1	1	2
[O-]/[N+](=N\Nc1ccc(Cl)cc1)c1ccccc1	-57	0.6	0	-249	-12	-329	18	/	-110	-36	-73
CC(=O)c1ccc(NC(=O)C2=CC(c3ccc4c(c3)OCO4)=NS(=O)(=O)N2C)cc1	0	-0.3	3	7	-26	2	-14	5	-18	3	-3
COc1ccc(NC(C)=O)cc1NC(=O)c1cccc(S(=O)(=O)N2CCc3ccccc32)c1	0	-0.5	4	11	-1	20	-5	7	14	0	8
O=C(CC1CCCCC1)NCc1ccccc1	-54	-0.2	14	-146	-18	-98	6	4	-24	-2	-39
CCc1nc2c(OCCOC)cccn2c1N(C)C(=O)c1ccco1	0	3.6	7	9	2	0	3	/	-18	/	/
O=c1[nH]nc(CNc2ccc(C(F)(F)F)cc2)c2ccccc12	-43	1.9	5	-85	-8	-66	0	2	-19	3	-42
CC(=O)NN1C(=O)/C(=C/c2ccc(Br)o2)SC1=S	-2	0.2	6	10	9	16	1	1	10	3	-4
COC(=O)c1nccc2c1[nH]c1ccccc12	-34	4.5	7	-17	-36	-13	-4	-1	-7	-2	-21
CCN(CC(=O)Nc1c(F)cccc1F)C(=O)c1ccc(OCC(=O)N2CCOCC2)c(OC)c1	5	-0.2	-1	5	10	-5	-9	/	-9	3	-7
CN(CCc1ccccn1)c1ncnc2[nH]ncc12	-38	-3.1	-1	-62	14	-31	-10	0	-2	-7	-14
COc1ccc(CN(C)CC(=O)Nc2cc(OC)c([N+](=O)[O-])cc2C)c(OC)c1	-29	-0.8	-3	21	15	15	-1	0	10	0	-4
Cc1cc(C(=O)CSc2nncs2)c(C)n1Cc1ccco1	-176	-0.1	-2	-89	-14	-134	29	-1	-7	19	-12
Cc1noc(C)c1S(=O)(=O)N(C)C[C@H]1OCc2cnnn2CCCC(=O)N([C@H](C)CO)C[C@@H]1C	-18	2.1	4	6	2	-6	-4	/	-9	-4	/
COc1ccc(/C=N/N(C)C2=NS(=O)(=O)c3ccccc32)cc1	-28	-0.4	-5	11	-1	-1	-4	2	-11	-10	-9
Cc1ccc(NC(=O)c2cccnc2)c([N+](=O)[O-])c1	-14	0.2	-2	-52	-19	-12	8	5	-5	-9	4
S=c1[nH]c2ccc3ccccc3c2[nH]1	-11	-3.7	28	-6	-10	2	6	1	0	-8	-4
O=C1OCCN1C(=O)[C@H]1[C@H](c2ccc(F)cc2)C(c2ccc(F)cc2)=NN1c1ccccc1	-26	-2.6	-10	9	11	11	-5	2	9	7	-13
Cc1oc2nc(SCC(=O)NC3CCCCC3)nc(N)c2c1C	18	-0.5	-1	5	-6	15	-15	-1	5	3	6
N#C/C(=C\c1c(N2CCCCC2)nc2ccccn2c1=O)C(=O)NCc1ccco1	-2	-0.8	2	22	-2	10	-6	-2	-3	-5	-5
Cc1ccc(-c2nn(C)c(=O)c3ccccc23)cc1CNC(=O)c1ccco1	-12	0.7	-18	10	10	7	34	-2	22	4	-5
N#C/C(=C(/O)CCCl)c1ccccn1	-9	-0.1	5	14	10	14	-10	-1	-7	-10	-6
CC(C)(C)c1ccccc1OCC(=O)NCc1ccccc1	6	-0.2	12	11	17	10	6	3	1	4	-16
O=C(Nc1cccc(/C=C/c2ccccn2)c1)c1ccc(-n2cncn2)c([N+](=O)[O-])c1	-10	-0.5	-17	-110	-57	32	37	0	-12	0	11
